Assay outcomes as filed in PubChem BioAssay.
Scp1 inh = Scp-1 phosphatase inhibitors, primary screen, biochemical, colorimetric, uHTS; Recombinant Scp1, phosphopeptide, malachite green phosphate absorbance; inhibition, % at 20 µM; 0.88% of 340,000 active;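 active = inhibition above about 50% at 20 µM, limit read from the data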;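 also: plate controls were DMSO wells with enzyme for no effect and wells lacking enzyme for full effect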
Target sequence (Q9GZU7 76-261 limits assumed): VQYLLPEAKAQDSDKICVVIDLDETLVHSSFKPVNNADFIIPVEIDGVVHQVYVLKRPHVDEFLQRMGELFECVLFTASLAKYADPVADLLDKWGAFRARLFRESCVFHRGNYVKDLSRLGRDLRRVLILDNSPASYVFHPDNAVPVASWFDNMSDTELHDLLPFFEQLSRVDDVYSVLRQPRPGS
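Material – SCP-1 phosphatase catalytic domain, residues 76-261 · Buffer or medium – Acidic Tris acetate buffer with magnesium and detergent · Also added – Phospho 17-mer peptide substrate · Compound – single 20 µM dose, 1% DMSO · Times – 45 min room-temperature reaction, 5 min colour, 30 min stabiliser · Technique – Phosphate-binding colour reagent, absorbance read at 630 nm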
STEP block = STEP phosphatase inhibitors, primary screen, biochemical, fluorescence intensity, uHTS; Tyrosine-protein phosphatase non-receptor type 5 (Homo sapiens), P54829; recombinant STEP, OMFP fluorogenic substrate; inhibition, % at 20 µM; 0.25% of 360,000 active; AID 588621, 2011;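 active = inhibition at 20 µM, scaled per plate between control wells, above about 37%, limit read from the data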;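 also: 0% = DMSO with enzyme and substrate and 100% = substrate only without enzyme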
Target sequence (P54829 whole entry, looked up): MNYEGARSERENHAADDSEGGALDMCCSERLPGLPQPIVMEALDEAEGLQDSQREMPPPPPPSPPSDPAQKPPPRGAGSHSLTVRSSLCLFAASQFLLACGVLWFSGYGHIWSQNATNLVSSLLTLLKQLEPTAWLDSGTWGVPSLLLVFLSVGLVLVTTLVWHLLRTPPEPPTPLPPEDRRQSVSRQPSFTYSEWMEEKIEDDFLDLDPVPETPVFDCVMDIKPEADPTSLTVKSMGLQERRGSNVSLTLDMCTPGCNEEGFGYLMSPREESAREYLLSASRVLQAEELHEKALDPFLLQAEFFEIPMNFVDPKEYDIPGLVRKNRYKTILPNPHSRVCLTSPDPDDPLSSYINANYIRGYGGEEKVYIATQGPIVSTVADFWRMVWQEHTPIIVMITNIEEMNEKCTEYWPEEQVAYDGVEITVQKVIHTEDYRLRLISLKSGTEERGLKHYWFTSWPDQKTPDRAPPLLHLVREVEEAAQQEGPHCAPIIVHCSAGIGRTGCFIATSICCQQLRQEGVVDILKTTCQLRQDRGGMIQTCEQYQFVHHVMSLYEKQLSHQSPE
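System: STEP phosphatase, cell-free reaction; Buffer or medium: Bis-Tris pH 6.0 buffer with DTT, detergent; Incubation: 20 min at room temperature, dark; Measured by: fluorescence, 480/540 nm.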
MsrA act = bovine MsrA enzyme activators, primary screen, biochemical, absorbance, HTS | purified bovine MsrA, absorbance read-out | activation, % at 10.6 µM | 0.3% of 360,000 active; in the data active = activation above about 7.5%;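 also: 0% = vehicle and 100% = reference activator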
eLon inh = inhibitors of E. coli Lon protease, primary screen, biochemical, fluorescence polarization; P0A9M0; purified E. coli Lon protease; inhibition, % at 7.94 µM; 0.42% of 360,000 active; in the data active = inhibition above about 13%, passing the limit was not always enough;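 also: 0% = enzyme with probe and DMSO and 100% = no enzyme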
LMPTP block = LMPTP phosphatase inhibitors, primary screen, biochemical, fluorescence intensity, uHTS; Low molecular weight phosphotyrosine protein phosphatase (Homo sapiens), P24666; recombinant LMPTP-A, OMFP fluorogenic substrate; inhibition, % at 20 µM; 0.22% of 360,000 active;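 active = compounds that cut the enzyme signal by at least half of the control window in the single-dose screen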;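 also: plate controls were DMSO wells with enzyme plus substrate for no effect and substrate without enzyme for full effect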
Target sequence (P24666 whole entry, looked up): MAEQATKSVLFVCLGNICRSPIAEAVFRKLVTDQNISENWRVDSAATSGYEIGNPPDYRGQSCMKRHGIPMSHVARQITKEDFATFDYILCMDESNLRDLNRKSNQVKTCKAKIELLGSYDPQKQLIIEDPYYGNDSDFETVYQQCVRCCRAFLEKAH
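test system = LMPTP-A | amount = 0.625 nM LMPTP-A final | reagent = fluorogenic phosphatase substrate OMFP at 400 µM final | incubation = 50 min at room temperature | benchmarks = no-enzyme low control, uninhibited high control | medium = Bis-Tris pH 6.0, DTT, detergent | signal = fluorescence intensity of OMFP turnover product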
DNMT1 inh = human DNMT1 methyltransferase inhibitors, primary screen, biochemical, molecular beacon, fluorescence, HinP1I cleavage, uHTS | inhibition (reported as % activation of signal), % at 10 µM | DNA (cytosine-5)-methyltransferase 1 (Homo sapiens), P26358 | AID 588458, 2011 | 0.83% of 360,000 active; in the data active = inhibition above about 50%
CendR NRP1 mod = modulators of CendR peptide binding to NRP-1, primary screen, biochemical, fluorescence polarization, uHTS | 0.85% of 360,000 active | FAM-RPARPAR peptide binding to NRP-1 | inhibition, % at 25 µM | AID 602438, 2012;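 active = inhibition or corrected inhibition above about 18%, plus a signal ratio from 0.5 to 1.5, limit read from the data, passing the limit was not always enough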; also: strong numbers were not always called active
SUMO1 PPI mod = modulators of SUMO1 protein-protein interactions, primary screen, biochemical, uHTS; AID 602429, 2012; inhibition, % at 20 µM; Small ubiquitin-related modifier 1 (Homo sapiens), P63165; SUMO1 binding to a labelled peptide, TR-FRET, 1 h; 0.33% of 360,000 active; in the data active = inhibition above about 37%
Target sequence (P63165 whole entry, looked up): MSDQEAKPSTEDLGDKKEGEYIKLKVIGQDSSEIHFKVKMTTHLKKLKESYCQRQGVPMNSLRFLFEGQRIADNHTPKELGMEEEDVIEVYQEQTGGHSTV
MsrA inh = bovine MsrA enzyme inhibitors, primary screen, biochemical, absorbance, HTS | inhibition, % at 15.5 µM | Methionine sulfoxide reductase A (Bos taurus) | purified bovine MsrA, absorbance read-out | 0.75% of 360,000 active; in the data active = inhibition above about 4.5%;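 also: 0% = vehicle wells with enzyme and 100% = reference inhibitor wells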
TbMetRS inhib = T. brucei MetRS inhibitors, primary screen, biochemical, luminescence. purified T. brucei MetRS, ATP depletion, Kinase-Glo luminescence. inhibition, % at 11.9 µM. 0.4% of 360,000 active. methionyl-tRNA synthetase (Trypanosoma brucei brucei);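 active = inhibition above a per-plate cutoff of the control wells' mean inhibition plus 3 SD, cut at about 5.5% in these data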;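 also: 0% = DMSO wells median and 100% = median of wells with control inhibitor compound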
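Dosing: 11.9 µM compound single dose, 0.9% DMSO; Assay system: purified T. brucei MetRS enzyme; Measured by: Kinase-Glo luciferase luminescence reporting remaining unconsumed ATP; Schedule: 15 min plus 2 h at 25 °C.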
Starred values were filed as active, the others as inactive; . = not tested or not shown.

SMILES	Scp1 inh	STEP block	MsrA act	eLon inh	LMPTP block	DNMT1 inh	CendR NRP1 mod	SUMO1 PPI mod	MsrA inh	TbMetRS inhib
COc1ccc(OC)c(S(=O)(=O)N2CCCC(C(=O)N3CCOCC3)C2)c1 (centres undefined)	1	-2	-2	-4	0.1	2	-6	2	-1.0	0.0
Cn1cc(S(=O)(=O)N2CCCC2)cc1C(=O)O	36	18	-4	-1	0.5	12	9	4	-0.6	-0.3
Cc1cccc(Nc2ccc(NCc3ccccc3)nn2)c1	18	1	-10	3	0.5	0	-8	-2	-0.9	-0.5
Cc1cc(C)c2nc(N3CCN(C(=O)c4cccs4)CC3)sc2c1	-1	0	-7	1	2.6	3	6	-5	-0.4	-0.5
CC1CC(O)(CC(O)(c2ccccc2)c2ccccc2)C(C)CN1C (centres undefined)	-13	2	4	3	-1.4	-2	-7	2	-0.7	-0.1
O=C1NC[C@@H](CCCCN2C[C@H](Cc3ccc(O)cc3)N(CCC3CCCCC3)C(=O)C2=O)N(CCC2CCCCC2)C1=O	.	.	-1	-8	1.4	.	-8	10	1.9	-0.6
O=C(NCc1ccc(F)cc1)c1cc(C2CCCCN2C(=O)C2CCCCC2)on1 (centres undefined)	.	-3	-2	0	-0.1	3	4	2	-0.3	-0.2
O=C(Cn1cc(S(=O)(=O)N2CCN(c3ccccc3F)CC2)c2ccccc2c1=O)NCCCN1CCCCCC1	-7	3	-1	-5	6.3	50	6	0	2.1	-0.4
COc1ccc(-c2ccc(/C=N/N3C(=O)C4C5C=CC(C6CC56)C4C3=O)o2)c([N+](=O)[O-])c1 (centres undefined)	-1	-1	-4	4	0.6	-4	3	-13	0.3	1.8
COc1ccc(OC)c(N2C(=O)CC(NNC(=O)c3ccc4c(c3)OCO4)C2=O)c1 (centres undefined)	-1	0	0	-17	0.2	-2	4	3	0.8	-0.1
CCOC(=O)C1CCN(C(=O)c2[nH]c(C(F)(F)F)nc2-c2ccccc2)CC1	.	-4	-4	-9	-2.8	-3	7	0	0.2	-1.1
C[C@@H](NC(=O)c1nc[nH]c1C(=O)OCc1ccccc1)c1ccccc1	-2	-4	-2	-5	0.2	1	5	0	-0.6	-0.3

Complete entries, quoted from the list. Values in the order: Scp1 inh | STEP block | MsrA act | eLon inh | LMPTP block | DNMT1 inh | CendR NRP1 mod | SUMO1 PPI mod | MsrA inh | TbMetRS inhib
`O=C(Cn1cc(S(=O)(=O)N2CCN(c3ccccc3F)CC2)c2ccccc2c1=O)NCCCN1CCCCCC1` as listed: -7 | 3 | -1 | -5 | 6.3 | 50 | 6 | 0 | 2.1 | -0.4
`O=C(NCc1ccc(F)cc1)c1cc(C2CCCCN2C(=O)C2CCCCC2)on1` (centres undefined) as listed: . | -3 | -2 | 0 | -0.1 | 3 | 4 | 2 | -0.3 | -0.2

Further results follow.
SMILES	Scp1 inh	STEP block	MsrA act	eLon inh	LMPTP block	DNMT1 inh	CendR NRP1 mod	SUMO1 PPI mod	MsrA inh	TbMetRS inhib
CCOc1ccc2nc(NS(=O)(=O)Cc3ccccc3)sc2c1	-7	0	-2	-3	0.1	3	-1	7	0.0	0.4
Cc1cc(C)cc(NC(=O)Cn2c(=O)oc3cc(S(=O)(=O)N4CC(C)CC(C)C4)ccc32)c1 (centres undefined)	-12	-2	-3	-8	2.6	-3	3	1	-0.6	-0.1
Cc1ccc(-c2cc(C(=O)Nc3ccncc3)c3ccccc3n2)cc1	-5	1	-2	-1	3.1	1	0	-11	-1.9	-0.2
Cc1c(C(=O)O)oc2c3c(ccc12)OCCO3	-7	3	-4	0	-0.4	0	9	13	-0.8	-1.1
CN1CCN(C(=O)CN(C)S(=O)(=O)c2cc(Cl)ccc2Cl)CC1	-2	-2	-5	17	0.8	-1	-4	0	-1.4	-0.8
CN1CCCC(CC2c3ccccc3Sc3ccccc32)C1 (centres undefined)	-6	0	-5	8	0.5	5	4	-3	0.9	-1.2
CC(C)c1ccc(NNC(=O)C2CCC2)cc1	5	-3	-2	-1	-0.7	2	-10	3	0.4	0.1
O=C(O)CCC(=O)NNc1nc(-c2ccccc2)c2cc(Cl)ccc2n1	2	-2	-4	-5	-0.5	-1	11	-15	0.5	-0.8
O=C(COC(=O)c1ccc(Cl)cc1O)NCCN1C(=O)CSC1=O	-2	-2	-9	-3	0.7	4	2	1	2.8	0.0
O=C(Cc1ccc([N+](=O)[O-])cc1)OCc1ccc([N+](=O)[O-])cc1	-7	-1	-2	1	1.7	0	-5	-9	1.6	-0.4
Cc1ccc(-n2nnc(-c3cccnc3Cl)n2)cc1	-12	1	-3	-7	-0.8	2	-1	1	-1.0	0.0
O=S(=O)(N/N=C/c1ccc2c(c1)OCCO2)c1ccc(Cl)cc1	-4	-2	-6	-3	-1.1	1	1	-6	.	-1.3
CC(=O)OCN(C#N)c1nc(N(C)C)nc(N(C)C)n1	-7	4	1	5	-0.9	-3	1	-1	-0.6	-1.3
CCCS(=O)(=O)N1CCN(C(=O)COc2ccc(-c3ccccc3)cc2)CC1	-3	0	-2	-10	-0.1	-7	10	-1	0.2	-0.8
CCc1ccccc1NC(=O)C1CCN(C(=O)c2cccs2)CC1	-2	3	-4	-5	-1.0	2	4	1	-0.6	-0.6
Cc1ccc(NS(=O)(=O)c2ccc(NS(=O)(=O)c3cccs3)cc2)cc1	-8	-2	-3	-5	1.6	-4	-8	1	-1.1	0.0
O=C(Cc1ccccc1)Nc1ccc(NC(=O)c2ccco2)nc1	5	-5	-14	-1	1.1	2	-6	-1	-0.1	-1.7
CCc1sc(C(=O)NC(C)C2CCCO2)cc1Br (centres undefined)	1	1	-6	-9	-0.9	0	3	-3	0.4	-0.3
CC(C)CN(C(=O)COC(=O)c1ccc(-c2ccccc2)cc1)C1CCS(=O)(=O)C1 (centres undefined)	-9	0	-8	-7	0.4	-1	-1	1	0.5	-0.3
CC1(C)c2ssc(=S)c2-c2ccccc2N1C(=O)c1ccco1	-11	2	-3	9	2.5	-8	4	-5	0.4	-0.1
Cc1ccc(Oc2ncccc2C(=O)NCC(=O)O)cc1	-7	-2	-2	-2	1.2	6	10	-1	0.3	0.2
O=C(CSc1nc2ccccc2[nH]1)Nc1ccc(F)c(F)c1	-3	-1	-2	-1	1.1	0	-4	0	0.7	36*
COC(=O)c1c(NC(=O)C2CCCCC2)sc2c1CCN(C(C)C)C2	-1	1	-4	-4	0.0	0	-2	11	1.5	-0.5
COc1cc(C(C#N)N2CCCCC2)ccc1O (centres undefined)	-5	-2	-5	-5	-0.4	-3	2	-1	2.5	-0.3

Pulled one by one from the list above (3):
SMILES	Scp1 inh	STEP block	MsrA act	eLon inh	LMPTP block	DNMT1 inh	CendR NRP1 mod	SUMO1 PPI mod	MsrA inh	TbMetRS inhib
Cc1ccc(NS(=O)(=O)c2ccc(NS(=O)(=O)c3cccs3)cc2)cc1	-8	-2	-3	-5	1.6	-4	-8	1	-1.1	0.0
COC(=O)c1c(NC(=O)C2CCCCC2)sc2c1CCN(C(C)C)C2	-1	1	-4	-4	0.0	0	-2	11	1.5	-0.5
COc1cc(C(C#N)N2CCCCC2)ccc1O (centres undefined)	-5	-2	-5	-5	-0.4	-3	2	-1	2.5	-0.3

Following part
SMILES	Scp1 inh	STEP block	MsrA act	eLon inh	LMPTP block	DNMT1 inh	CendR NRP1 mod	SUMO1 PPI mod	MsrA inh	TbMetRS inhib
Cc1ccccc1OCC(=O)Nc1ccccc1CO	0	3	-4	2	-1.3	-1	0	1	-0.8	-0.6
O=C(CN1C(=O)NC2NC(=O)NC21)NN=C1CCCC1 (centres undefined)	0	2	-11	2	-1.4	4	-4	-3	-0.3	-0.9
Cc1ccc(S(=O)(=O)/N=C(\N)Nc2nc(C)c3ccccc3n2)cc1	-12	1	-4	-10	-1.2	3	-13	8	1.6	0.4
CCCCc1nnc(NC(=O)CSc2nc(=O)cc(N)n2-c2cccc(C)c2)s1	-7	2	-8	2	-1.6	0	-5	8	-0.9	-0.2
N/C(=N/O)c1nc(N2CCCC2)nc(N2CCCC2)n1	0	-3	-2	-2	0.5	2	-2	0	0.1	-0.3
O=C(NCc1ccccn1)[C@@H]1C[C@H]1[C@@H](NP(=O)(c1ccccc1)c1ccccc1)c1ccccc1	3	-2	-1	-6	1.2	-3	7	14	0.1	-0.2
Cc1cc2cc(CN(C(=O)C3CC3)C3CCCC3)c3nnnn3c2cc1C	-6	1	-2	8	-0.8	-2	7	3	-0.4	0.5
COc1ccc(N2CCN(C(c3cc4cc(C)ccc4[nH]c3=O)c3nnnn3Cc3ccccc3)CC2)cc1 (centres undefined)	-25	3	-2	9	1.9	-15	4	-3	1.9	0.7
O=C(O)c1ccc(OC(F)(F)C(F)C(F)(F)F)cc1 (centres undefined)	8	-1	-3	-1	-0.3	4	-3	1	2.0	-0.2
O=[N+]([O-])c1ccc(Sc2nnnn2-c2ccccc2)c(Cl)c1	-8	5	1	-2	1.1	5	-9	-23	1.7	0.2
Cc1cccc(S(=O)(=O)NC(=O)C2(C)CCN2C(=O)c2sccc2C)c1 (centres undefined)	.	0	-1	0	0.1	3	-2	3	0.4	0.2
CCCn1nc(C(=O)Nc2nc3ccccc3[nH]2)c2ccccc2c1=O	2	0	-6	18	0.2	0	4	-8	1.0	4.6
COC(=O)C1CN(C(=O)C(C)Oc2ccc(F)cc2)c2ccccc2O1 (centres undefined)	-8	0	-3	1	0.3	-1	0	2	0.5	0.5
c1ccc(-c2cc3c(N4CCN(c5ncccn5)CC4)ncnc3s2)cc1	-1	2	-3	2	4.1	-3	0	-9	-0.3	-1.2
O=C(NCCCNCc1ccccc1)c1ccncc1	-3	1	-4	-2	-5.7	0	13	1	-0.8	-0.6
CCc1nc(Nc2ccncc2)c2oc3ccccc3c2n1	-1	-2	-4	-5	-0.3	51*	-1	1	4.7*	-0.4
CCCCOc1ccc(C(=O)NCC(=O)OCCCOC(=O)CNC(=O)c2ccc(OCCCC)cc2)cc1	.	-2	1	-10	-0.5	5	-58	1	0.3	0.2
COCCN(C(=O)Nc1ccccc1)c1ccccc1C	-4	2	-4	-6	-0.3	0	12	3	-0.8	-0.9
O=C1NC(=O)C(=Cc2ccccc2[N+](=O)[O-])S1	-10	12	-2	-2	-3.7	40	-6	37	0.3	0.6
COc1ccccc1NC(=S)NCc1ccc(S(N)(=O)=O)cc1	-1	-1	-4	10	-1.8	2	-3	3	-1.1	-1.0
